# From PubChem BioAssay
# SR-BI DiI-HDL act – enhances SR-BI lipid uptake from DiI-HDL | CHO ldlA[mSR-BI] cells, DiI-HDL uptake fluorescence, 3 h; 100 = double the neutral-control signal | activation, % at 12.5 µM | hit rate 0.096% among 320,000 | AID 504775;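 active = mean replicate activation of at least 60% and every replicate at or above 60%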;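 note: 0% = median plate neutral-control signal and 100% = twice that signal; values of inactives mirror those of a sister screen read the other way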
#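 Assay system: LDL receptor-deficient CHO ldlA cells overexpressing murine SR-BI / Medium: BSA-supplemented, HEPES-buffered Ham's F12, pH 7.4 / Probe or stimulus: DiI-labelled HDL at 10 µg/mL final / Timing: compound with DiI-HDL co-incubation, 3 h at 37 °C / Technique: bottom-read cell fluorescence after medium removal, ex 550/em 595 nm / Measure: HDL uptake via cellular fluorescence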
# CAL PDZ FP-1 – CAL PDZ (human) peptide binding inhibition | purified CAL PDZ, TMR-peptide fluorescence polarization, 1 h | hit rate 0.92% among 300,000 | AID 602252 | inhibition, % at 24.9 µM;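 active = mean inhibition of at least 30% with at least half of replicates also reaching 30%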;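 note: 0% = DMSO neutral control and 100% = excess unlabeled competitor peptide PRC23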
# SR-BI DiI inh – mouse SR-BI HDL lipid transfer inhibition; Q61009; ldlA[mSR-BI] CHO cells, DiI-HDL uptake fluorescence, 3 h; inhibition, % at 12.5 µM; hit rate 0.96% among 320,000;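 active = mean replicate inhibition of at least 70% and a set share of replicates each scoring 70 or more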;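 note: 0% = median of neutral control wells and 100% = median of positive control wells; values of inactives mirror those of a sister screen read the other way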
# dFosB activator – enhances mouse delta FosB homodimer DNA binding; P13346; purified delta FosB, TAMRA-CDK5 oligo fluorescence polarization; percent of positive-control signal above neutral wells; activation, % at 25 µM; hit rate 0.99% among 340,000; AID 493131;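 active = mean activation above about 17%, with every replicate also reaching it, limit read from the data, passing the limit was not always enough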;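 note: fluorescence polarization rise as delta FosB binds a TAMRA Cdk5 AP-1 oligo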
# PfHsp90 set2 – reduces growth (ATP signal) of yeast expressing P. falciparum Hsp90; S. cerevisiae expressing PfHsp90, BacTiter-Glo ATP, 48 h; yeast lacking PDR1 and PDR3 efflux regulators; inhibition, % at 9.4 µM; hit rate 0.32% among 310,000;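 active = every replicate shows inhibition above about 80%, whatever the replicate mean, limit read from the data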;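 note: 0% = DMSO neutral controls and 100% = 20 µM radicicol positive controls; yeast relying on Plasmodium falciparum Hsp90 in place of its own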
# PvdQ inh – blocks Pseudomonas aeruginosa PvdQ acylase activity; purified PvdQ acylase, fluorescence plate reader; inhibition, % at 10 µM; hit rate 0.063% among 340,000; in the data active = inhibition above about 30%, passing the limit was not always enough;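 note: 0% = vehicle neutral wells and 100% = reference inhibitor wells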
# Rtt109 HAT inh – C. albicans Rtt109 histone acetyltransferase inhibition. Q5AAJ8. purified Rtt109/Vps75, ThioGlo CoA-SH fluorescence, 4 h. inhibition, % at 34.9 µM. hit rate 0.16% among 330,000;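 active = inhibition of at least 50% in every replicate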
# MITF act – MITF TRPM1 promoter activation in melanoma cells. SK-MEL-5 TRPM1-promoter luciferase, 24 h; % of positive control, neutral wells = 0. activation, % at 12.5 µM. hit rate 0.75% among 300,000. AID 588334;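 active = mean activation of at least 80% with every replicate also reaching 80%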;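 note: 0% = neutral control wells and 100% = parthenolide positive control wells; values of inactives mirror those of a sister screen read the other way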
# CAL PDZ FP-2 – human CAL PDZ-peptide interaction inhibition. Q9HD26. purified CAL PDZ, TMR-peptide fluorescence polarization, 1 h. inhibition, % at 20 µM. hit rate 0.02% among 330,000. AID 504414;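 active = highest replicate inhibition of at least 40%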;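 note: plate controls were DMSO neutral control wells for no effect and unlabeled competitor peptide control wells for full effect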
#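 System: purified tagged CAL PDZ domain construct (CerCALP). Schedule: 1 h incubation at room temperature before polarization reading. Medium: 25 mM sodium phosphate pH 7.4, 150 mM NaCl, TCEP, IgG, Thesit. Read-out: percent inhibition from loss of millipolarization. Measured by: FP readout, S and P plane fluorescence. Probe or stimulus: fluorescent TMR peptide probe.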
# NSD2 inh – NSD2 (human) methyltransferase inhibition; NSD2 peptide methylation, AlphaScreen, 120 min; O96028; inhibition, % at 12.5 µM; AID 743445; hit rate 0.54% among 310,000; in the data active = inhibition above about 50%
# Target sequence (O96028 whole entry, looked up): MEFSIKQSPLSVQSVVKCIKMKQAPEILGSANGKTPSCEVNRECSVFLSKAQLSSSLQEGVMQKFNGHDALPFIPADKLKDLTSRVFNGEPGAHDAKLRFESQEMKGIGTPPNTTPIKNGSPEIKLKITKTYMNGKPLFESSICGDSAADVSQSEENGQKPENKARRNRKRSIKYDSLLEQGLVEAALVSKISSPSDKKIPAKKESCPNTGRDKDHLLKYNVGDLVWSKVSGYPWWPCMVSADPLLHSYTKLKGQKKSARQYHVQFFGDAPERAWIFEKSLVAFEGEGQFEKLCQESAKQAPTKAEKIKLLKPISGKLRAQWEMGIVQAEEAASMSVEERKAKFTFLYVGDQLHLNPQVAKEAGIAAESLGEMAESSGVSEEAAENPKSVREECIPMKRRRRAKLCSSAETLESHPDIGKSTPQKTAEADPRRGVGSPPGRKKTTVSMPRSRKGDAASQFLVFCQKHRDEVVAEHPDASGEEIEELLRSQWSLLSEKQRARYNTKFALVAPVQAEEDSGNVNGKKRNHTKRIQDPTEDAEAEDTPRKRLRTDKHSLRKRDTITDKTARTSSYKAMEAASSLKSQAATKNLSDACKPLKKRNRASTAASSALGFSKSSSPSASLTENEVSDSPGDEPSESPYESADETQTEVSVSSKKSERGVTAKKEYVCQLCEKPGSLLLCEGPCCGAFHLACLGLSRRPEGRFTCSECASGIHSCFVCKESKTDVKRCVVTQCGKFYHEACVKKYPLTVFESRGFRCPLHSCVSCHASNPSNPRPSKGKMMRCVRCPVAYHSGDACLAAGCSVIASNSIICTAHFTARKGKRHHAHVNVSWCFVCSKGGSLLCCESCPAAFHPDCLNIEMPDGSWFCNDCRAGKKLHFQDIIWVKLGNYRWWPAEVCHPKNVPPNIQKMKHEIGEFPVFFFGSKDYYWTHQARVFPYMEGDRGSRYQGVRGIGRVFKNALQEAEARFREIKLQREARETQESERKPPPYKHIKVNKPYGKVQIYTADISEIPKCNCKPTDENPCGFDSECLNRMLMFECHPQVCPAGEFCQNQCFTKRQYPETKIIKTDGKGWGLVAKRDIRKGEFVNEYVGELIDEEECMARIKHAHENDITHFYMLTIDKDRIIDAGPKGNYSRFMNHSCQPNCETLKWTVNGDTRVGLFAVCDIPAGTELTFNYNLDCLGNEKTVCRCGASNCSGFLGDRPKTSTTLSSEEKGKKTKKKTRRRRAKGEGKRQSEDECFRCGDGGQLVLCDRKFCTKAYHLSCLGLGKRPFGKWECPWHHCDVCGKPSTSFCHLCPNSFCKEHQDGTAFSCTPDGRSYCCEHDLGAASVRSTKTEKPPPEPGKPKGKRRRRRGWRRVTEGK
# * marks the source's active call; other numbers are inactive results; x = not tested or not shown.
SMILES,SR-BI DiI-HDL act,CAL PDZ FP-1,SR-BI DiI inh,dFosB activator,PfHsp90 set2,PvdQ inh,Rtt109 HAT inh,MITF act,CAL PDZ FP-2,NSD2 inh
CCC(CC)N1CCN(S(=O)(=O)c2ccc(OC)cc2)CC1,-14,-2,14,-2,-8,11,15,x,-1.2,-2
O=C(O)c1ccc(S(=O)(=O)NC2CC2)cc1,12,-2,-12,3,3,4,2,0,-0.3,-2
Cc1ccccc1NC(=O)c1ccc(C)c(S(=O)(=O)Nc2cccnc2)c1,-3,1,3,-1,1,-17,2,-2,-4.5,0
O=C(C/C=N\OCc1c(Cl)cccc1Cl)Oc1ccc(Cl)cc1Cl,12,-2,-12,5,2,-7,-3,-5,-0.3,-5
Cc1[nH]nc2c1C(c1cccc(OC(=O)N3CCOCC3)c1)C(C#N)=C(N)O2 (configuration not stated),23,x,-23,-5,-55,-11,3,-3,-0.6,1
O=C(COC(=O)CNC(=O)c1ccc(Cl)c([N+](=O)[O-])c1)NC(=O)c1ccccc1,20,-2,-20,-9,1,-13,2,7,12,-3
Cc1ccc(S(=O)(=O)N(CC(=O)NCCC2=CCCCC2)Cc2ccccc2F)cc1,15,-8,-15,-12,18,-7,0,-13,-1.5,0
Cc1cc(C)c(NC(=O)C2CC(=O)N(Cc3ccccc3)C2)c(C)c1 (configuration not stated),20,2,-20,0,2,-4,2,-1,-1.0,-1
CN(C)c1ccc(/C=N/N=C2/SC(CC(=O)O)C(=O)N2c2ccc(O)cc2)cc1 (configuration not stated),6,-3,-6,6,0,1,-31,-9,-1.8,-1
CCOC(=O)N1CCC(NC(=O)C2CCN(Cc3nc(-c4ccc(CC)cc4)oc3C)CC2)CC1,15,0,-15,-7,15,3,-3,-14,1.0,x
NC(=O)c1ccsc1NC(=O)COC(=O)c1ccccc1F,10,-7,-10,-17,x,-10,0,17,-0.3,0
CCOC(=O)C1CCCN(C(=O)CNC(=O)Cn2ccc3ccccc3c2=O)C1 (configuration not stated),8,-2,-8,1,x,-11,-3,x,x,-2
O=c1cc(CSc2n[nH]c(-c3ccncc3)n2)nc2sccn12,9,-3,-9,-8,-31,-9,0,10,0.5,2
COc1cc(O)c(/C=N/NC(=O)c2ccncc2)c(OC)c1[N+](=O)[O-],-54,x,54,-4,-54,-14,7,3,0.0,-16
COC(=O)C1=CO[C@@H](O)C2C(CO)=CCC12 (some centres not stated),14,0,-14,2,22,2,-2,x,0.3,x
C/C(=N\NC(=O)CCn1nc(C)cc1C)C(C)(C)C,20,-2,-20,5,3,-9,9,13,-0.7,-1
CC1(C)c2ccccc2N2CCC(=O)NC21/C=C/c1ccco1 (configuration not stated),-23,-4,23,-24,-5,-15,12,15,-1.7,-3
C/C=C\C=C/C(=O)Nc1cccc(C2=NOC3(C2)C[C@@H](C(N)=O)N(C(=O)C2(C)CC2)C3)c1 (some centres not stated),4,-3,-4,-12,-10,-1,2,0,-0.6,x
CC(C)CC(=O)N1CCN(C(=O)CCC2CCCC2)CC1,11,9,-11,1,12,-10,0,-3,-0.1,-1
CCOc1ccc(NC(=O)/C(C=Nc2ccccc2)=C(\C)O)cc1,-15,-1,15,-10,-62,-5,3,28,-2.4,16
O=C(Nc1ccc2c(c1)OCCO2)C1CCN(S(=O)(=O)c2ccc3c(c2)OCCO3)CC1,15,1,-15,-4,x,1,16,10,-0.8,-2
CCCCC1(C(=O)OCC)NC(c2ccc(O)cc2)C2C(=O)N(c3ccccc3)C(=O)C21 (configuration not stated),29,-3,-29,-6,3,-5,10,13,0.0,-1
CCc1cccc(C)c1NC(=S)N1CCCC1C(=O)O (configuration not stated),-2,-1,2,-6,11,-6,1,-7,-1.9,-1
CCN1CCN(C(=O)c2cc(S(=O)(=O)Nc3ccc(S(C)(=O)=O)cc3)ccc2Cl)CC1,12,-7,-12,-3,15,-28,x,16,0.2,2
COc1cccc(-c2c(C(=O)N/N=C/c3ccsc3)nnn2-c2nonc2N)c1,-13,-5,13,20*,24,-8,-7,9,-1.2,5
CCOc1ccc(CN(C(=O)c2cccs2)C2CCS(=O)(=O)C2)cc1 (configuration not stated),9,-2,-9,8,7,-5,10,-7,-1.2,0
O=C(Nc1ccccc1)N1CCC(C(=O)N2CCCC(C(F)(F)F)C2)CC1 (configuration not stated),3,-7,-3,-4,20,-8,-10,-3,-2.5,-4
CC(=O)c1sc(NC(=O)c2ccccc2F)nc1-c1ccccc1,-6,2,6,-11,0,13,-1,88*,-2.6,-2
COc1ccc(C/C(N)=N/OC(=O)c2ccco2)cc1OC,8,-3,-8,2,-13,16,-4,-2,0.7,-3
C/C(=N\Nc1ncc(Cl)cc1Cl)c1cccs1,-15,4,15,5,x,-6,-2,40,-0.2,x
COc1cccc(-c2nc(CS(=O)(=O)CC(=O)NCCC(C)C)c(C)o2)c1,-14,x,14,-7,16,-13,-4,-7,-0.1,x
CCCN(CCC)CCCNC(=O)c1cn(CC)c2ccc(S(=O)(=O)N3CCc4ccccc4C3)cc2c1=O,x,x,x,-10,-18,-5,4,-13,-1.9,50*
O=C(CSc1n[nH]c(Cc2ccccc2)n1)Nc1ccccc1Br,x,2,x,-2,34,-24,-8,13,-2.3,1
COc1cccc(COC(=O)C2CCN(S(=O)(=O)c3ccc(F)cc3)CC2)c1OC,9,1,-9,-4,x,-7,4,-5,-1.9,-4
CC(C)CCN1CCN(C2CCN(c3ccc4c(c3)OCO4)CC2)CC1CCO (configuration not stated),11,0,-11,-18,25,-5,0,9,-0.8,0
N#Cc1c(NCCN)nc(-c2ccco2)c2c1CCCC2,5,-3,-5,26*,5,-19,-6,5,-0.9,0
O=C(O)c1ccn(Cn2cnc3ccccc32)n1,42,2,-42,-4,-7,1,-5,-12,0.3,2
CC(=O)CSc1ncnc2sc3c(c12)CCC(C)C3 (configuration not stated),-43,9,43,-33,-30,-18,x,1,0.4,-2
O=c1cc(CSc2ccc(Cl)cc2)nc(N2CCOCC2)[nH]1,-5,-2,5,-8,-13,-5,-5,-4,-1.0,1
CCCCCC(=O)Nc1ccc(C(=O)COC(=O)CN2C(=O)NC3(CCCC3)C2=O)cc1,-17,-2,17,-4,-2,-7,-4,7,-2.9,-3
O=C(c1cc(C2CC2)nn1-c1ccccc1)N1CCN(S(=O)(=O)c2c(F)cccc2F)CC1,-14,0,14,-10,x,-14,0,-11,0.8,-2
CC(C)CCOc1ccc(C2(C)NC(=O)NC2=O)cc1 (configuration not stated),3,-1,-3,-5,-5,-6,1,-5,-1.6,0
CCc1ccc2[nH]c(=O)c(CN(CC3CCCO3)C(=S)NCc3ccco3)cc2c1 (configuration not stated),x,-3,x,-7,-25,0,-5,2,-0.6,6
CCNC(=S)N/N=C/c1ccccc1[N+](=O)[O-],-22,3,22,-3,16,0,-1,-6,-0.4,4
CCCN(CC(=O)Nc1ccccc1C)C(=O)c1ccc(NC2CC2)c([N+](=O)[O-])c1,-13,-3,13,-7,-40,-15,-2,7,-1.9,1
Cc1ccc(S(=O)(=O)NC(=O)c2cccc(N(C)C)c2)cc1,14,6,-14,2,-7,8,1,4,-0.9,1
CC[C@]12C(=O)N(C)C[C@H]([C@@H]3C(=O)N(Cc4ccccc4)C(=O)[C@@H]31)N2C(=O)c1ccc(C(C)(C)C)cc1,16,-2,-16,2,12,0,11,6,0.8,x
CC(=O)c1cccc(N(C(=O)CNC(=O)c2ccco2)C(C(=O)NCc2ccco2)c2ccccc2)c1 (configuration not stated),38,x,-38,-17,-1,6,3,-5,-0.1,2
C=CCN1C(=O)/C(=C/c2ccc(O)cc2)S/C1=N/c1nccs1,4,x,-4,-5,-30,-3,-9,-7,-1.3,-1
O=C(Nc1ccc(Oc2ncccn2)cc1)c1ccco1,11,-3,-11,-5,4,-13,-6,9,-2.2,7
COC(=O)C(Cc1c[nH]c2ccccc12)N1CCS(=O)(=O)CC1 (configuration not stated),11,x,-11,-5,3,-3,-18,-4,0.1,0
O=C(N/N=C/c1ccc2c(c1)OCO2)c1cc(-c2ccccc2Cl)nc2ccccc12,16,4,-16,-3,-40,-19,-1,-4,-1.3,-2
COCCNC(=O)C1CCC(CNS(=O)(=O)c2ccc(F)cc2)CC1 (configuration not stated),24,2,-24,-2,-4,1,-7,8,-0.5,0
C/C(=N\NC(=O)C1COc2ccccc2O1)c1cc2ccccc2o1 (configuration not stated),-11,-1,11,13,10,-4,x,13,-1.7,-1
COc1ccc(C(C(=O)NC2CCCC2)N(Cc2ccc(C)cc2)C(=O)c2ccn[nH]2)cc1OC (configuration not stated),-21,-5,21,-6,-15,-10,11,19,-1.1,0
Cc1ccc(C)c(OCC(=O)NCC2COc3ccccc3O2)c1 (configuration not stated),-3,0,3,-6,6,-16,7,9,-2.8,0
Cc1cc(C(F)(F)F)nc(SCC(=O)NC2CCCCC2)n1,x,1,x,5,-4,13,5,1,-1.7,-1
COc1ccccc1-c1nc2c3ccccc3nc(=S)n2[nH]1,12,4,-12,-2,29,3,7,-23,-2.3,1
Cc1cccc(CN2CCC(CNC(=O)Nc3ccc(F)c(Cl)c3)CC2)c1,-8,-1,8,-4,-18,-17,5,-12,-2.5,0
CN(CC(=O)Nc1ccc(N2CCOCC2)cc1)C(=O)CSc1ccc(F)cc1,20,-4,-20,-1,x,-18,1,-8,-0.9,2
COc1ccc2cc(S(=O)(=O)c3ccccc3)c(=O)oc2c1,9,-1,-9,-2,10,-5,-3,6,-2.8,-3
CSc1ccc(NC(=O)Nc2ccccc2C(N)=O)cc1,3,-2,-3,-1,17,9,-2,24,0.0,23
